TAAR1 ag: human TAAR1 agonism | CHO RD-HGA16 TAAR1, Fluo-8 calcium fluorescence; vehicle wells 0%, saturating PEA agonist 100% | activation, % at 3 µM | 0.99% of 360,000 active | AID 624467;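 active = activation above the mean activation of all test compounds in the run plus 3 SD, cut at about 38% in these data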
Target sequence (Q96RJ0 whole entry, looked up): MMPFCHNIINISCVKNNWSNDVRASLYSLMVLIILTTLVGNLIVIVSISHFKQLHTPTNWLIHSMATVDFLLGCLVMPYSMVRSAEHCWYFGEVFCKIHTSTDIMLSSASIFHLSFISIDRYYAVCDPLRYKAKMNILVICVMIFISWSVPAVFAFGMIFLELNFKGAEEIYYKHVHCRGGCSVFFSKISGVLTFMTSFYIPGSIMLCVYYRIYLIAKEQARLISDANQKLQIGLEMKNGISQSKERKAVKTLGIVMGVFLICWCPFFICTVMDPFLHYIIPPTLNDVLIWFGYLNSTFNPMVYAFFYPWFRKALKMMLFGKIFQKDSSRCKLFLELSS
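System: CHO-derived RD-HGA16 cells with stable Gα16 and human TAAR1. Times: 17-24 h plating, Fluo-8 75 min 37 °C, 30 min RT. Measured by: calcium-sensitive Fluo-8 signal, excitation 470-495, emission 515-575 nm. Read-out basis: % activation relative to PEA EC100 response. Control set: DMSO and PEA EC100. Repeats: no replicates (n 1).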
CHRM1 antagonist: antagonists of human M1 muscarinic receptor | P11229 | CHO-K1 hM1, Fluo-8 calcium fluorescence, ACh EC80 antagonist | inhibition, % at 3 µM | 1.3% of 360,000 active;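 active = percent inhibition above its own plate's cutoff, namely the mean of that plate's compound wells plus 3 SD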;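 also: peak over basal fluorescence ratio during 140 s after agonist addition; 0% = ACh EC80 plus DMSO and 100% = DMSO alone without agonist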
Target sequence (P11229 whole entry, looked up): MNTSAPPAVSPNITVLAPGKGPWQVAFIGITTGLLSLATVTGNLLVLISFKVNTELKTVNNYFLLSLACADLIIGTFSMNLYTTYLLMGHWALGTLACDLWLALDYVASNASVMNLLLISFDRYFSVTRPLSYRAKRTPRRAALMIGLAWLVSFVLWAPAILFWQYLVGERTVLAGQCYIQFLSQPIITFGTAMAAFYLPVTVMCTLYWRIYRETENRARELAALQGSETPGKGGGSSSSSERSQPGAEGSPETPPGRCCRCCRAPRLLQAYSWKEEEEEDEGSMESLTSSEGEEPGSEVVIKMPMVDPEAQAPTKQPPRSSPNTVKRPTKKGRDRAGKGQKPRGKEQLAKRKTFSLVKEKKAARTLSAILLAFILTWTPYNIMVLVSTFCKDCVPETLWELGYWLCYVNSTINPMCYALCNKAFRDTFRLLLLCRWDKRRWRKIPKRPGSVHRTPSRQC
TAAR1 antagonist: antagonists of human TAAR1; Q96RJ0; CHO RD-HGA16 TAAR1, Fluo-8 calcium fluorescence, antagonist; inhibition, % at 3 µM; 1.5% of 360,000 active; AID 624466;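 active = inhibition above a per-plate cutoff, the mean inhibition of test compounds on that plate plus 3 SD, cut at about 49% in these data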;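 also: 0% = DMSO plus EC80 beta-PEA response and 100% = DMSO alone without agonist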
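Material: RD-HGA16 CHO cells with stable hTAAR1 and Gα16; Dosing: single nominal final test compound concentration of 3 µM; Schedule: seeding 17-24 h prior, 75-min 37 °C, 30-min RT dye loading; Detection: kinetic Fluo-8 calcium fluorescence measurement; Measure: % inhibition from peak post-agonist over basal fluorescence ratio; Benchmarks: vehicle and agonist controls.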
CHO-K1 Ca ag: M1 agonist counterscreen hit in parental CHO-K1 cells | Fluo-8 calcium fluorescence; scaled to maximal ATP response, vehicle zero | activation, % at 3 µM | 0.48% of 360,000 active; in the data active = activation above about 15%;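 also: untransfected CHO-K1 host cells lacking M1 receptor as counterscreen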
CHO-K1 Ca PAM: counter-screen for M1 PAMs: effect in parental CHO-K1 cells; 0.02% of 360,000 active; activation, % at 3 µM; AID 602247; ATP EC20, Fluo-8 calcium fluorescence; 0% at ATP EC20, 100% at ATP max;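 active = activation above the run cutoff, the mean activation of all test compounds plus 3 SD, cut at about 40% in these data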;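 also: peak over basal fluorescence ratio in a 140 s read after ATP addition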
CHO-K1 Ca antag: M1 antagonist counterscreen hit in parental CHO-K1 cells. AID 602250. inhibition, % at 3 µM. ATP-induced calcium, Fluo-8 fluorescence. 0.6% of 360,000 active;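 active = inhibition above a per-plate cutoff, the plate's mean sample inhibition plus 3 SD, cut at about 24% in these data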;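 also: 0% = DMSO plus EC80 ATP and 100% = DMSO alone without ATP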
CHO parental Ca: counter-screen for OX1R antagonists: effect in parental CHO cells. AID 463079. 0.63% of 330,000 active. inhibition, % at 5.6 µM. parental CHO-K1, ATP-induced calcium, Fluo-8 fluorescence;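 active = inhibition above that plate's mean sample inhibition plus 3 SD, cut at about 26% in these data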;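 also: 0% = ATP-challenged DMSO wells and 100% = DMSO wells without ATP; some compounds past the cut are filed as inactive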
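Assay system: parental CHO cells; Read-out basis: percent inhibition of ATP-evoked calcium rise, normalized to controls; Benchmarks: ATP and no-ATP DMSO wells; Compound dosing: single nominal dose of 5.6 µM per compound; Signal: Fluo-8 calcium dye fluorescence; Also added: ATP as calcium-mobilizing challenge; Repeats: singlicate.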
CHRM1 agonist: human M1 muscarinic receptor agonism; CHO-K1 hM1, Fluo-8 calcium fluorescence, agonist mode; 0% DMSO, 100% acetylcholine EC100; AID 588814; P11229; 0.33% of 360,000 active; activation, % at 3 µM;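 active = activation above the run's mean compound activation plus 3 SD, cut at about 16% in these data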;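 also: peak over basal fluorescence ratio within a 140 s kinetic read after compound addition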
OXTR potentiator: potentiates the human oxytocin receptor response; P30559; CHO-OTR cells, Fluo-8 calcium fluorescence, potentiator mode; 0% = oxytocin EC15, 100% = EC100; activation, % at 3 µM; 0.061% of 320,000 active; AID 2445;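 active = activation above that plate's cutoff, the mean activation of tested compounds plus 3 SD, cut at about 6.6% in these data, passing the limit was not always enough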;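 also: 100% uses oxytocin at 75 nM as the full agonist control; some results filed as inactive read as strong as hits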
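test system = CHO-OTR cells, human receptor | compound = single-point 3.0 µM | schedule = 6 min compound pre-incubation at room temperature, 100 s kinetic read | signal = Fluo-8 no-wash calcium dye fluorescence, excitation 470-495 nm, emission 515-575 nm | repeats = single well per compound, singlicate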
An asterisk follows results filed as active; x = no result given.

Every second line gives: TAAR1 ag, CHRM1 antagonist, TAAR1 antagonist, CHO-K1 Ca ag, CHO-K1 Ca PAM, CHO-K1 Ca antag, CHO parental Ca, CHRM1 agonist, OXTR potentiator
> N#C/C(=C\c1ccc(OC(F)F)cc1)C(=O)N1CCCCC1
    2, -12, -10, 1.1, 12, -10, -9, -3, 0
> Cc1ccc(CN2C(=O)N/C(=C/c3ccc(-c4ccc(C(=O)O)cc4)o3)C2=O)cc1
    1, -8, -9, 1.6, 12, -6, -4, -2, -5
> CCOc1cc2c3c(c1)C(C)CC(C)(C)N3C(=O)C2=O (stereo not drawn)
    5, -1, 11, -0.8, -7, 4, -15, 0, -2
> Cc1ccc(NC(=O)CN(C)CC(=O)Nc2ccccc2C(=O)Nc2ccccc2)cc1
    4, -10, -4, 1.0, 17, -11, 2, -4, -2
> Cn1c2ccccc2c(=O)c2cc(C#Cc3cccc(N)c3)ccc21
    x, 8, x, 2.9, -1, -5, -11, -3, -2
> COc1ccc(NC(=S)NCCc2ccccc2)c(C)c1
    0, -14, -8, 0.8, 7, -11, 1, -5, -11
> Cc1ccc(SCC(=O)OCc2csc(CC(=O)Nc3ccccc3C)n2)cc1C
    5, -10, 15, 0.2, -3, 1, -15, -6, -8
> CC(=O)OCC(=O)Nc1ccc(Br)c(C)c1
    5, -6, -10, 0.4, -5, 8, -14, -1, -12
> COc1cccc(-c2cc(C(=O)NC3CCCC3)no2)c1
    6, -3, 5, 1.8, 12, -10, -14, -6, -4
> S=c1[nH]nc(-c2ccncc2)n1/N=C/c1cccc(Cl)c1
    20, -20, -34, 0.5, -3, 0, 2, 4, -9

3 of the entries above in order of the TAAR1 ag value, largest number first:
SMILES | TAAR1 ag | CHRM1 antagonist | CHRM1 agonist | OXTR potentiator
S=c1[nH]nc(-c2ccncc2)n1/N=C/c1cccc(Cl)c1 | 20 | -20 | 4 | -9
Cc1ccc(NC(=O)CN(C)CC(=O)Nc2ccccc2C(=O)Nc2ccccc2)cc1 | 4 | -10 | -4 | -2
COc1ccc(NC(=S)NCCc2ccccc2)c(C)c1 | 0 | -14 | -5 | -11

Further results follow:
Every second line gives: TAAR1 ag, CHRM1 antagonist, TAAR1 antagonist, CHO-K1 Ca ag, CHO-K1 Ca PAM, CHO-K1 Ca antag, CHO parental Ca, CHRM1 agonist, OXTR potentiator
> CCOc1cc(-c2noc(-c3ccncc3)n2)cc(Br)c1OC
    7, -7, -4, 0.2, 11, -1, -12, -1, 0
> CCN(CC)C(=O)c1sc(NC(=O)Cc2ccc(OC)cc2)c(C#N)c1C
    13, -15, -5, 0.4, 21, -5, -31, -4, 8
> C=CCOC(=O)C1=C[C@H](c2cn(C(C)=O)c3ccccc23)C[C@H](OCCCCO)O1
    6, -1, 12, -0.3, 6, -2, -29, 0, -2
> Cc1ccc(C)c(-c2cc(C(=O)Nc3nccs3)c3ccccc3n2)c1
    15, 33*, 51*, 4.2, -4, 4, -21, -3, -6
> CC[C@@]1(C(=O)OC)N[C@H](CN(C)C(C)=O)[C@@H]2C(=O)N(Cc3ccccc3)C(=O)[C@@H]21
    2, -13, -16, -0.2, 3, 4, -11, -3, -1
> CC1CN(C2CCCCC2)c2nc3c(c(=O)n(C)c(=O)n3C)n2C1 (stereo not drawn)
    4, -10, 0, 0.0, 18, -10, -12, 1, -6
> COc1ccc(NC(=O)c2ccc3nc(-c4ccccc4)c(-c4ccccc4)nc3c2)c(OC)c1
    0, 3, 3, -0.5, 2, 14, -11, -3, -4
> Cc1ccccc1OCC(=O)OCC(=O)NCc1cccs1
    0, -6, 25, 0.1, 12, -7, -1, -5, -2
> Cn1c(SCC(=O)N2CCN(c3ccccc3)CC2)nnc1-c1ccncc1
    6, -20, -11, 0.0, 11, 3, -7, -1, -4
> COC(=O)c1ccccc1C(=O)N(c1ccccc1)c1ccccc1
    2, -1, -26, 0.3, 13, -2, -4, -4, -3
> CC(=O)N(C1=C(Cl)C(=O)c2ccccc2C1=O)c1ccc(C(=O)O)cc1
    6, -5, 5, 0.2, 8, -14, 12, -2, -12
> CC(=O)N(C)c1ccc(NC(=O)c2ccco2)cc1
    3, -11, -3, -0.1, 5, -5, -1, -4, -5
> COc1cc(C(=O)NNC(=O)C2CC2)cc(OC)c1OC
    5, -21, -6, 0.7, 3, -10, -2, -1, -3
> Cc1cc(=O)[nH]c(N/N=C/c2ccc(O)c(O)c2)n1
    20, -14, -16, 0.8, 12, -9, -2, -4, -15
> CCOc1ccc(NC(=S)NCCCN2CCOCC2)cc1
    4, -1, 8, 0.8, 20, -4, -19, -10, -2
> Cc1ccc(S(=O)(=O)NCC(=O)N(CC(=O)NC2CCCC2)CC2CCCO2)cc1 (stereo not drawn)
    5, -21, -17, 0.0, 6, -6, -9, -3, -3
> O=C1SCC(c2ccccc2)=NN1Cc1ccccc1
    -1, 7, -4, -0.4, 7, 0, -12, -5, 1
> Cc1nn(CCCC(=O)NCc2ccccc2)c(C)c1[N+](=O)[O-]
    1, -12, 4, 0.3, 10, -4, 0, -11, -5
> COc1ccc(-c2cccc(-c3nc4ccc(Cl)cn4c3NC3CCCCC3)c2)cc1
    8, -4, 7, 1.1, 1, -4, -28, -2, -3
> Cc1cccc(N2CC(O)(c3cccs3)[N+]3=C2CCCC3)c1C (stereo not drawn)
    1, 37*, -10, 5.7, -1, 8, -12, -5, 3
> CCOC(=O)c1c(NC(=S)Nc2ccc(Cl)cc2)sc(C)c1C
    8, -13, 4, 0.4, 20, -36, x, -1, x
> C=C(C)CNC(=S)N/N=C(\C)c1ccc(-n2ccnc2)cc1
    14, -4, 10, 5.2, 12, -19, -10, -2, 1
> Cc1ccc2cccc(NC(=S)NC(=O)c3c(Br)cnn3C)c2n1
    2, 19, -7, 0.0, -8, 26*, -27, -2, -7
> CCC(C)N1CCN(C(=O)c2cccs2)CC1 (stereo not drawn)
    17, 7, 2, 0.1, 8, -2, 4, -5, -6
> CCCN(C)C1CN(Cc2cn(CCCC(=O)OC)nn2)S(=O)(=O)C1 (stereo not drawn)
    0, x, 3, 0.4, 9, -5, x, x, x
> COc1ccc(-c2cc(-c3ccccc3)c(C#N)c(S(C)=O)n2)cc1 (stereo not drawn)
    3, 8, 18, 1.8, -3, 1, 2, -2, -14
> CNc1ncnc2c1ncn2[C@H]1CN(CCOC)C[C@@H](CO)O1
    9, -13, -40, 0.3, 12, -2, x, -2, x
> Cc1occc1C(=O)NNC(=O)c1ccc(S(=O)(=O)N(C)C)cc1
    1, -1, -22, 1.3, 29, -14, -3, -2, -2
> Cc1occc1C(=O)NCc1ccc(C(=O)O)o1
    11, 7, -6, 0.8, 17, -1, -4, -3, -3
> COC(=O)c1cc(Sc2cccc(Cl)c2Cl)ccn1
    2, -4, -12, 0.2, -8, -5, -4, -2, -6

One compound at a time (already shown).
COc1ccc(-c2cc(-c3ccccc3)c(C#N)c(S(C)=O)n2)cc1 (stereo not drawn) is listed with TAAR1 ag: 3; CHRM1 antagonist: 8; TAAR1 antagonist: 18; CHO-K1 Ca ag: 1.8; CHO-K1 Ca PAM: -3; CHO-K1 Ca antag: 1; CHO parental Ca: 2; CHRM1 agonist: -2; OXTR potentiator: -14
CCOC(=O)c1c(NC(=S)Nc2ccc(Cl)cc2)sc(C)c1C is listed with TAAR1 ag: 8; CHRM1 antagonist: -13; TAAR1 antagonist: 4; CHO-K1 Ca ag: 0.4; CHO-K1 Ca PAM: 20; CHO-K1 Ca antag: -36; CHO parental Ca: x; CHRM1 agonist: -1; OXTR potentiator: x

Further records follow:
compound	TAAR1 ag	CHRM1 antagonist	TAAR1 antagonist	CHO-K1 Ca ag	CHO-K1 Ca PAM	CHO-K1 Ca antag	CHO parental Ca	CHRM1 agonist	OXTR potentiator
COc1ccc(CCN(Cc2cc3cccc(C)c3[nH]c2=O)C(=O)NC2CCCCC2)cc1OC	12	-4	12	3.0	4	3	-11	-4	3
O=C(N/N=C/c1ccccn1)c1ccc2nc[nH]c2c1	5	6	1	3.1	0	6	-8	1	-10
C=CCN(C)CC/C=C1\c2ccccc2CSc2ccccc21	26	91*	10	1.0	13	-2	-11	-6	-7
Cc1cc2nc3c(=O)[nH]c(=S)[nH]c3nc2cc1NC(=O)C(F)(F)F	11	3	-4	5.8	7	-5	20	12	-17
COc1ccc(S(=O)(=O)N2CCOC23CCN(C(=O)c2ccccc2Br)CC3)cc1	6	-6	5	3.6	33	-9	-18	-2	-6
O=C(Cc1cccs1)Nc1ccccc1	6	-12	-12	0.6	4	-9	x	-4	x
O=C(Nc1ccc2c(c1)OCO2)c1ccc(Br)c(S(=O)(=O)N2CCCC2)c1	9	10	24	4.6	6	-7	-16	-1	-18
CCOc1ccccc1/C=N/NC(=O)CNC(=O)COc1ccccc1	1	-4	11	0.2	6	-17	-5	-3	-17
c1cc2c3c(cccc3c1)NC1(CCCCC1)N2	-1	4	4	0.1	3	-14	4	-2	6
CC(C)(C)OC(=O)N1CCC(c2c(C(=O)N3CCN(C(=O)c4ccco4)CC3)cnn2-c2ccc(F)cc2)CC1	1	-13	-10	0.8	13	-13	-4	-2	-16

Hits appear at their usual frequency; 4.2% or so of the library scored in one or more.
